Screening data (PubChem BioAssay)
V1R ag counter – agonists of human V1a receptor, primary screen, counter-screen for OXTR agonist project, fluorescence, CHO-V1R cells; Vasopressin V1a receptor (Homo sapiens), P37288; activation, % at 3 µM; Fluo-8 calcium fluorescence, agonist mode; 0% DMSO, 100% 3 nM vasopressin; hit rate 0.25% among 320,000;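 active means activation above the mean activation of all tested compounds plus 3 SD, per screening run, cut at about 20% in these data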;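 further: signal is peak over basal fluorescence ratio across a 100 second FLIPR read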
CHO-K1 Ca PAM – nonselective calcium activators in parental CHO-K1 cells, primary screen, counter-screen for M1 PAM project, cell-based, Fluo-8 calcium fluorescence, full deck, 1536-well; activation, % at 3 µM; ATP EC20; 0% at ATP EC20, 100% at ATP max; hit rate 0.02% among 360,000;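 active means activation above the run cutoff, the mean activation of all test compounds plus 3 SD, cut at about 40% in these data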;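 further: peak over basal fluorescence ratio in a 140 s read after ATP addition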
TAAR1 antagonist – human TAAR1 antagonists, primary screen, Fluo-8 calcium fluorescence, CHO RD-HGA16 cells; Trace amine-associated receptor 1 (Homo sapiens), Q96RJ0; antagonist; inhibition, % at 3 µM; hit rate 1.5% among 360,000; AID 624466, 2012;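 active means inhibition above a per-plate cutoff, the mean inhibition of test compounds on that plate plus 3 SD, cut at about 49% in these data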;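 further: 0% = DMSO plus EC80 beta-PEA response and 100% = DMSO alone without agonist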
Target sequence (Q96RJ0 whole entry, looked up): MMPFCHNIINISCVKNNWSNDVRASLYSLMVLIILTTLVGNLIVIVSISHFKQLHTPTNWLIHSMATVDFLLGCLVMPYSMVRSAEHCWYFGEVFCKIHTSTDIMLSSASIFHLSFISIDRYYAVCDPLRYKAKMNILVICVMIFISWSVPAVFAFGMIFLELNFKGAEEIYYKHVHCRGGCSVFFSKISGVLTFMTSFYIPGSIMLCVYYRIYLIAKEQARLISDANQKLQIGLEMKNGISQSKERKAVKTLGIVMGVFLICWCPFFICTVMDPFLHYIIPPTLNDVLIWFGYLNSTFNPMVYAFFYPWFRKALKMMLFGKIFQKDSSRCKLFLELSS
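Test system: CHO RD-HGA16 cells bearing hTAAR1 | Reagent: β-PEA, EC80 | Compound dosing: 3 µM, single point | Schedule: Dye loading 75 min at 37 °C, then 30 min room temperature | Signal: Calcium fluorescence with Fluo-8 | Evaluation: Percent inhibition of PEA-evoked calcium signal, max/basal emission ratio | Control set: DMSO-only wells and EC80 β-PEA-stimulated wells | Repeats: Singlicate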
CHO parental Ca – ATP-evoked calcium signal inhibitors, parental CHO, primary screen, counter-screen for OX1R antagonist project, cell-based, fluorescence, Fluo-8 calcium dye; inhibition, % at 5.6 µM; hit rate 0.63% among 330,000; parental CHO-K1, ATP-induced calcium, Fluo-8 fluorescence;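 active means inhibition above that plate's mean sample inhibition plus 3 SD, cut at about 26% in these data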;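 further: 0% = ATP-challenged DMSO wells and 100% = DMSO wells without ATP; some compounds past the cut are filed as inactive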
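Measured by: calcium-sensitive Fluo-8 fluorescence / Test system: CHO parental line / Controls: ATP-challenged DMSO wells low, unchallenged DMSO wells high / Measure: % inhibition / Compound: single nominal dose of 5.6 µM per compound / Replicates: single well per compound, no replicates / Reagent: ATP as calcium-mobilizing challenge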
OXTR potentiate – human OXTR potentiators, primary screen, fluorescence, CHO-OTR cells, Fluo-8 calcium. Oxytocin receptor (Homo sapiens), P30559. Fluo-8 calcium fluorescence, potentiator mode; 0% = oxytocin EC15, 100% = EC100. activation, % at 3 µM. hit rate 0.061% among 320,000;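 active means activation above that plate's cutoff, the mean activation of tested compounds plus 3 SD, cut at about 6.6% in these data, passing the limit was not always enough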;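 further: 100% uses oxytocin at 75 nM as the full agonist control; some results filed as inactive read as strong as hits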
Target sequence (P30559 whole entry, looked up): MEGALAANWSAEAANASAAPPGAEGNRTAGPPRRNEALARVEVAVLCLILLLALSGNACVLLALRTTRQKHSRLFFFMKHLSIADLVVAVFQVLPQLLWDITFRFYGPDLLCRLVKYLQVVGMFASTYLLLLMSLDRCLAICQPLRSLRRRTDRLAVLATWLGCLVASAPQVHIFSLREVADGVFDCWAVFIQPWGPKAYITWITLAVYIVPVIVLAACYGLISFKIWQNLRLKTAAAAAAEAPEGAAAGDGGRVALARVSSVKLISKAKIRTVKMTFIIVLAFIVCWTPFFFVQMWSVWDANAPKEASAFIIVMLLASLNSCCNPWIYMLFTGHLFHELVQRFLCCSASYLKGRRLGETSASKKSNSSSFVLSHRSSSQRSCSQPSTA
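assay system = CHO-OTR cells, human receptor | schedule = compound 6 min at room temperature before oxytocin, 100 s read | detection = Fluo-8 intracellular calcium fluorescence, ex 470-495, em 515-575 nm | evaluation = normalized max/min fluorescence ratio, % activation | control set = EC15 oxytocin alone as 0%, 75 nM oxytocin (EC100) as 100%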
GPR7 antag – GPR7 receptor antagonists, primary screen, cell-based, fluorescence, single concentration; hit rate 1.1% among 290,000; AID 1861, 2009; inhibition, % at 4.4 µM; Neuropeptides B/W receptor type 1 (Homo sapiens), P48145; GPR7-expressing cells, fluorescence antagonist assay; in the data active means inhibition above about 16%, passing the limit was not always enough;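 further: cells stimulated with the agonist NPW; 0% = agonist with vehicle and 100% = vehicle without agonist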
Target sequence (P48145 whole entry, looked up): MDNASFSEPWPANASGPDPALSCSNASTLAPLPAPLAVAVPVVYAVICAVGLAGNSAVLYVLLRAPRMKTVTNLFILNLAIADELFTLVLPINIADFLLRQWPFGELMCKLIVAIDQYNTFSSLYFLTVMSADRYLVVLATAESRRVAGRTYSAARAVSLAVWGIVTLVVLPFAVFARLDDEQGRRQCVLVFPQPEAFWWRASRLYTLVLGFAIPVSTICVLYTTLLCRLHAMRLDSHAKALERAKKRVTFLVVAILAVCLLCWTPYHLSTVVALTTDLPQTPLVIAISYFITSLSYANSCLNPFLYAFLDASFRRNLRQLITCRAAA
OXTR ag – human OXTR agonists, primary screen, fluorescence, CHO-OTR cells, Fluo-8 calcium. hit rate 0.32% among 320,000. AID 2435, 2010. Oxytocin receptor (Homo sapiens), P30559. Fluo-8 calcium fluorescence; normalized: DMSO 0%, oxytocin 100%. activation, % at 3 µM;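 active means activation above the mean of all tested compounds plus 3 SD, cutoff set per screening run, cut at about 20% in these data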;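 further: peak over basal fluorescence ratio from a 100 s FLIPR kinetic read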
CHO-K1 Ca antag – nonselective inhibitor or artifact in parental CHO-K1 cells | ATP-induced calcium, Fluo-8 fluorescence | inhibition, % at 3 µM | hit rate 0.6% among 360,000 | AID 602250;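 active means inhibition above a per-plate cutoff, the plate's mean sample inhibition plus 3 SD, cut at about 24% in these data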;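 further: 0% = DMSO plus EC80 ATP and 100% = DMSO alone without ATP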
CHO-K1 Ca ag – counter-screen for M1 agonists: effect in parental CHO-K1 cells | Fluo-8 calcium fluorescence; scaled to maximal ATP response, vehicle zero | activation, % at 3 µM | hit rate 0.48% among 360,000; in the data active means activation above about 15%;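 further: untransfected CHO-K1 host cells lacking M1 receptor as counterscreen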
Starred values were filed as active, the others as inactive; · = not tested or not shown.

SMILES | V1R ag counter | CHO-K1 Ca PAM | TAAR1 antagonist | CHO parental Ca | OXTR potentiate | GPR7 antag | OXTR ag | CHO-K1 Ca antag | CHO-K1 Ca ag
CCOC(=O)C(C)Sc1ccc2nnc(CCNS(=O)(=O)c3ccccc3)n2n1 (stereo unspecified) | -0.7 | 8 | 10 | -4 | -8 | 13 | -1.0 | -20 | 0.7
CC(C)CC(=O)NC(=S)Nc1ccccc1C(=O)Nc1ccccc1 | -0.3 | 2 | -7 | -10 | 4 | -2 | -0.5 | -8 | 4.1
CC1CCN(S(=O)(=O)N2CCC(C(=O)NC3CCCC3)CC2)CC1 | 1.1 | 17 | 15 | -7 | -6 | -13 | 0.1 | -12 | 1.4
CCCCc1c(O)nc(SCC(=O)N2CCOCC2)[nH]c1=O | 0.0 | 15 | 11 | -8 | -14 | -9 | -0.4 | -9 | 1.5
O=C(O)c1ccc(CSCc2ccccc2Cl)o1 | -0.4 | 13 | -12 | -6 | 0 | -3 | 0.9 | -12 | 3.5
CCOCCCNC(=O)/C(C#N)=C/c1ccc(C(=O)OC)cc1 | -1.0 | 8 | -14 | -2 | -9 | 13 | 0.4 | -10 | 0.4
Cc1cc([N+](=O)[O-])nn1CC(=O)Nc1cnc2ccccc2c1 | -0.6 | 12 | -17 | -1 | -6 | -13 | 1.1 | 3 | 1.3
CCOC(=O)CNC(=O)/C(=C\c1ccc(F)cc1)NC(=O)c1ccccc1 | -0.3 | -5 | -10 | -15 | -9 | 1 | -0.2 | -17 | 0.8
Cc1cccc(NC(=O)N2CCC(C(=O)c3ccc(F)cc3)CC2)c1 | 8.1 | 7 | 17 | -11 | -6 | -2 | 1.9 | -12 | 2.1
Cc1ccccc1NC(=O)Cn1c(=O)n(Cc2ccccc2)c(=O)c2c(C)c(C)sc21 | 0.5 | 3 | 14 | -24 | -2 | -9 | 0.3 | -1 | 0.0
CC1CCN(C2=NC(=O)/C(=C/c3cn[nH]c3-c3ccccc3)S2)CC1 | -0.1 | 5 | 25 | -19 | -10 | -4 | -2.4 | -2 | 1.9
C[C@H]1CCC[C@]2(O[C@H](CCO)C[C@@H](O)[C@@H]2O)O1 | 0.2 | 6 | -3 | -11 | -1 | · | -0.3 | -5 | 0.4
CCCC(=O)c1cc(F)c(N2CCN(S(=O)(=O)c3ccccc3)CC2)cc1C | 3.6 | 2 | -20 | -9 | -9 | -7 | 0.9 | -2 | 0.1
CCOC(=O)Cc1csc(NC(=O)c2cccs2)n1 | 5.1 | 23 | 8 | -12 | -9 | -7 | 6.0 | -11 | 4.0
N#Cc1ccc(OCC(O)CN2CCN(CC(O)COc3ccc(C#N)cc3)CC2)cc1 (stereo unspecified) | 1.9 | -5 | 2 | -15 | -8 | -5 | 2.6 | 8 | 1.9
O=C(Nc1ccccc1Cl)Nc1ccnn1C1CCN(C(=O)C2CCOC2)CC1 (stereo unspecified) | · | 27 | 12 | · | · | · | · | -9 | 0.5
O=C(CCc1ccccc1F)N1CCN(c2ccccc2)CC1 | · | 14 | 13 | · | · | 1 | · | -9 | 1.1
CC1CCN(C(=O)CCNS(=O)(=O)c2ccc(Cl)cc2)CC1 | 0.5 | 13 | 5 | -2 | -9 | -13 | 0.9 | -16 | 1.7
CCn1c(SCC(=O)c2cc(C)n(-c3ccc(C(=O)OC)cc3)c2C)nnc1-c1cccnc1 | 3.9 | -5 | 25 | -7 | -21 | -10 | 5.1 | 6 | 1.9
CCOc1ccc(C/C(N)=N/n2cnnc2)cc1 | 0.3 | 16 | 6 | -4 | -2 | -3 | 0.4 | 9 | 12
O=C1c2ccccc2NC(c2cc(Cl)cc(Cl)c2O)N1Cc1cccnc1 (stereo unspecified) | 0.8 | 9 | -6 | -3 | -7 | -5 | 0.1 | -1 | 0.1
COc1ccc(N(C(=O)c2ccc(Br)o2)C2C=CS(=O)(=O)C2)cc1 (stereo unspecified) | 0.0 | 19 | -7 | -7 | -1 | -8 | 0.0 | -8 | 1.1
CCOc1ccc(C(=O)OCC(=O)NC(C)C)cc1 | -0.1 | 21 | -1 | 7 | -8 | -13 | -1.6 | -6 | 0.4
Cc1ccc(NC(=O)CSCC(=O)Nc2ccc(S(=O)(=O)N3CCOCC3)cc2)cc1 | 1.2 | -2 | 4 | -11 | -1 | -9 | -0.8 | -11 | 1.1
CC1(C(=O)Nc2cnc3ccccc3c2)CCN1Cc1ccc(OC(F)(F)F)cc1 (stereo unspecified) | · | 13 | 1 | · | · | · | · | -19 | 0.0
Cc1[nH]c2ccccc2c1C(=O)CSc1nc2ncc(Cl)cc2[nH]1 | -0.4 | -6 | -2 | 4 | 1 | -13 | 0.6 | -3 | 0.3
N#Cc1c(-c2cccs2)cc(C2CC2)nc1SCC(N)=O | 0.8 | 7 | 4 | -19 | 3 | -1 | 0.2 | -7 | 0.1
CCOC(=O)C1=C(CS(=O)(=O)c2ccc(F)c(C)c2)NC(=O)NC1c1ccc(O)c(O)c1 (stereo unspecified) | -0.1 | -10 | -12 | 0 | -4 | -8 | -0.3 | 12 | -0.1
C[C@@H]1CN([C@H](C)CO)C(=O)c2cccc(NC(=O)NC3CCCCC3)c2O[C@@H]1CN(C)C(=O)Nc1ccc(C(F)(F)F)cc1 | 1.8 | 18 | · | -21 | 2 | · | 0.7 | -12 | 0.3
Cc1cc(NC(=O)COC(=O)C(Nc2ccc(C(F)(F)F)cc2Cl)C(C)C)no1 (stereo unspecified) | 3.0 | 11 | 31 | 6 | -23 | 9 | 0.1 | -9 | 1.6
S=C(NCCN1CCOCC1)N/N=C/c1c2ccccc2cc2ccccc12 | 0.6 | 5 | 3 | -22 | -3 | 5 | 0.3 | 1 | 0.2
Cc1ccccc1C(=O)OC(C)C(=O)NCc1ccc2c(c1)OCO2 (stereo unspecified) | -0.3 | 4 | -1 | 0 | 6 | · | -2.5 | -11 | 0.2
COC(=O)CSc1nc2ccccc2c(=O)n1Cc1ccccc1 | -1.3 | 3 | -17 | -21 | -4 | -10 | -1.0 | -15 | 0.8
Cc1ccc([C@@H]2CC=C(C(=O)O)[C@H](c3cccc(F)c3)N2S(=O)(=O)c2ccccc2C)cc1 | -0.1 | 0 | 29 | -14 | -6 | · | 0.5 | -3 | 0.0
COc1cc2cnc(-c3ccccc3)c(-c3cc(OC)c(OC)c(OC)c3)c2cc1OC | -0.8 | 7 | 3 | -14 | -2 | · | -1.0 | -10 | 0.0
COc1ccc(-c2csc3nc(C)nc(N4CCN(c5ccc(C(C)=O)cc5)CC4)c23)cc1OC | -0.7 | 7 | 4 | -10 | -3 | -14 | -2.0 | -6 | 0.9
CCn1nccc1C(=O)Nc1ccc(C)c(C)c1 | · | 0 | · | · | · | -1 | · | 11 | 4.8
CC(C)CC(=O)N(Cc1ccc(F)cc1)C1CCS(=O)(=O)C1 (stereo unspecified) | -0.1 | 20 | 9 | -8 | -6 | -15 | 0.7 | -12 | 0.1
Cc1cc(NC(=O)Nc2cc(C)nn2-c2ccccc2)n(-c2ccccc2)n1 | 0.3 | 19 | 6 | -15 | -10 | 1 | -0.3 | -2 | 0.5
CCN(CC)CCCNc1cc(C)nc2cc(-c3cccs3)nn12 | 0.3 | -7 | 6 | -17 | 3 | -5 | 0.0 | -7 | 0.2
Cc1nn(-c2ccc(Cl)cc2)c2[nH]c(CCl)cc(=O)c12 | 1.6 | 14 | -1 | -15 | -8 | 7 | 4.6 | -8 | 0.8
NC(=O)[C@@H]1CCOc2c(F)cc([N+](=O)[O-])cc2C(=O)N[C@@H](CO)C(=O)NCC(=O)N1 | 0.9 | 16 | 4 | -7 | -1 | 9 | 0.7 | -7 | 1.4
COc1cc(OC)cc(C(=O)OCC(=O)Nc2ccc(N3CCCCC3)cc2)c1 | 0.7 | 10 | 5 | 7 | -7 | 5 | -0.4 | 3 | 0.1
CC(C)(C)NC(=O)Cn1cnc([N+](=O)[O-])n1 | 0.8 | 9 | 4 | 2 | 0 | 12 | -1.2 | -7 | 0.1
O=C(Nc1ccc2c(c1)OCCO2)c1cnc2ccccn2c1=O | 0.0 | 6 | 10 | 2 | -3 | -9 | -0.4 | -1 | 0.2
Cc1ccc(S(=O)(=O)N2CCOCC2)cc1NC(=O)CSCc1c(C)noc1C | 0.3 | 7 | 12 | -7 | -5 | · | 0.1 | -15 | 0.8
O=C(NCc1cccs1)c1cc(-c2ccc(O)cc2)on1 | 9.9 | -4 | 1 | 15 | -14 | 4 | 11 | 5 | 4.9
COc1ccccc1S(=O)(=O)N(C)C[C@@H]1OCc2cnnn2CCCC(=O)N([C@@H](C)CO)C[C@H]1C | · | 13 | -4 | · | · | · | · | 3 | -0.1
COCCN(C(=O)COC(=O)c1c(NC(C)=O)sc(C)c1C)c1c(N)n(Cc2ccccc2)c(=O)[nH]c1=O | 0.1 | 10 | 2 | -26 | -10 | · | -0.2 | 1 | 1.4
O=C(O)CCC(=O)NCc1ccc2[nH]c3c(c2c1)CCCC3 | 1.5 | 13 | -1 | 4 | 0 | -3 | 0.2 | -4 | 0.7
CC(=O)Nc1ccc(S(=O)(=O)N(C)Cc2cnn(C)c2)cc1 | 0.4 | 0 | 0 | 16 | -4 | -3 | 0.8 | -7 | 2.1
CC1CCN(c2nnc(-c3cccs3)c3ccccc23)CC1 | -0.4 | 4 | -34 | -9 | -10 | -8 | -2.5 | 1 | -1.0
O=C(CCN1CCN(c2ccccc2)CC1)N/N=C/c1ccccc1OC(F)F | -0.7 | 12 | 5 | -21 | -4 | -11 | -1.9 | -12 | -0.4
Cc1cccc(N2CN=c3s/c(=C\c4ccccn4)c(=O)n3C2)c1 | -1.7 | 15 | 4 | -13 | -6 | -14 | -1.0 | -7 | 0.4
CC1=NN(c2ccccc2)C(=O)/C1=C/c1ccc(Cl)cc1 | · | -9 | -14 | · | · | -13 | · | 0 | 7.1

Two compounds picked at random from those above, as already listed:
SMILES | V1R ag counter | CHO-K1 Ca PAM | TAAR1 antagonist | CHO parental Ca | OXTR potentiate | GPR7 antag | OXTR ag | CHO-K1 Ca antag | CHO-K1 Ca ag
CC1CCN(c2nnc(-c3cccs3)c3ccccc23)CC1 | -0.4 | 4 | -34 | -9 | -10 | -8 | -2.5 | 1 | -1.0
O=C(O)CCC(=O)NCc1ccc2[nH]c3c(c2c1)CCCC3 | 1.5 | 13 | -1 | 4 | 0 | -3 | 0.2 | -4 | 0.7
